TRPC4 PAM: positive allosteric modulators of TRPC4, primary screen, cell-based, mouse TRPC4beta, HEK293 mu-opioid, Fluo-4 calcium; 310,000 compounds, 0.42% hits; B-score at 10 µM; DAMGO EC20, Fluo-4 Ca2+ flux; active compounds read high; AID 2227, 2009;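 active means B-score of calcium response area above 5 SD of library B-scores, with initial fluorescence ratio within 5 SD of library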;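 further: B-score of integrated fluorescence ratio over time as area under calcium response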
KCNQ1 pot: potentiators or activators of KCNQ1 channel, primary screen, cell-based, thallium flux, high-throughput; Potassium voltage-gated channel subfamily KQT member 1 (Homo sapiens), P51787; CHO-K1 KCNQ1, thallium flux FluxOR fluorescence; active compounds read high; B-score at 10 µM; 310,000 compounds, 0.35% hits;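 active means fluorescence ratio B-score, a plate-corrected score, at least three library SD, with initial intensity B-score within 5 SD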
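System: Stable KCNQ1 CHO-K1 line | Incubation: 90 min dye loading and 20 min compound exposure, both at room temperature | Measure: Ratio B score | Medium: Assay buffer for compound exposure, DMSO matched across wells | Compound dosing: Single-concentration screen | Probe or stimulus: K+/Tl+ depolarizing stimulus | Measured by: Kinetic FluxOR fluorescence, 10 s baseline plus 110 s post-stimulus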
HDAC3 inhib: HDAC3 deacetylase inhibitors, primary screen, biochemical, fluorescence, cell-free homogeneous; Histone deacetylase 3 (Homo sapiens), O15379; recombinant HDAC3, fluorogenic peptide/trypsin coupled; inhibition, % at 8.3 µM; 320,000 compounds, 0.15% hits; AID 2718, 2010; in the data active means inhibition above about 26%, passing the limit was not always enough; inconclusive means no clear call, values can overlap the other calls
Target sequence (O15379 whole entry, looked up): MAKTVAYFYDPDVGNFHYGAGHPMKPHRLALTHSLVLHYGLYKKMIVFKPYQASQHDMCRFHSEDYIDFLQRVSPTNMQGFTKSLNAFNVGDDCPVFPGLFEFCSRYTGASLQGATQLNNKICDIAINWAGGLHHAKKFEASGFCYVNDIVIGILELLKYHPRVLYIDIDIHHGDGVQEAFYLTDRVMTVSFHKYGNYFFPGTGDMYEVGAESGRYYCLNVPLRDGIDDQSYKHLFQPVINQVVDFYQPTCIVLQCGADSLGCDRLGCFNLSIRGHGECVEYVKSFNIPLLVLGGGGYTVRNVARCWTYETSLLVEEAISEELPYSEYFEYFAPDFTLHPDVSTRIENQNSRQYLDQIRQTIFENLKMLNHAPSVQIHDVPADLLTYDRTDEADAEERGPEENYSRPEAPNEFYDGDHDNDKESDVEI
hERG rescue: hERG rescue from dofetilide block, primary screen, cell-based, CHO-hERG, FluxOR thallium flux, dofetilide IC70; Voltage-gated inwardly rectifying potassium channel KCNH2 (Homo sapiens), Q12809; dofetilide IC70 present; activation (rescue from dofetilide block), less the hit threshold, % at 10 µM; 310,000 compounds, 0.51% hits;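 active means activation above the mean of controls blocked by dofetilide plus 5 SD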;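 further: thallium influx through hERG after potassium depolarization seen as dye fluorescence rise; in these data hits start at about 4.7%; inactives centre near -7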
KCNK9 block: KCNK9 potassium channel inhibitors, primary screen, HEK293 cells, thallium flux; Potassium channel subfamily K member 9 (Homo sapiens), Q9NPC2; FluxOR thallium flux fluorescence; active compounds read low; B-score at 10 µM; 310,000 compounds, 1.2% hits;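 active means ratio B-score over 3 SD below the library mean, with starting fluorescence within 5 SD of its mean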;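 further: negative B-score means less thallium flux so channel inhibition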
Dyrk1A ADPGlo: rat Dyrk1A kinase inhibitors, primary screen, biochemical, single point, plate reader; Dual specificity tyrosine-phosphorylation-regulated kinase 1A (Rattus norvegicus), Q63470; ADP-Glo luminescence, NFATc1 peptide; inhibition, % at 12.5 µM; 310,000 compounds, 0.43% hits; AID 504441, 2011; in the data active means inhibition above about 50%;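 further: plate controls were vehicle with enzyme for no effect and no enzyme for full effect; many of its hits are not listed in these tables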
TMEM16A inh: TMEM16A chloride channel inhibitors, primary screen, cell-based, HTS. Anoctamin-1 (Mus musculus), Q8BHY3. HEK293 TMEM16A/YFP iodide influx fluorescence, ionomycin. normalized B-score (activity score, 25-100; higher = stronger inhibition) at 10 µM. 310,000 compounds, 1.2% hits. AID 588511, 2011;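 active means ratio plate-corrected score three or more library SD toward inhibition, starting fluorescence score within five deviations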;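 further: score derived from kinetic fluorescence span divided by baseline fluorescence per well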
TRPC4 agonist: activators of mouse TRPC4 channel, primary screen, Fluo4 calcium, HEK293 TRPC4beta/mu-opioid cells. 310,000 compounds, 0.49% hits. B-score at 10 µM. Fluo4 calcium fluorescence; active compounds read high;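 active means B-score above 5 SD of library B-scores, and initial fluorescence ratio not above library mean plus 5 SD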;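 further: positive B-score marks a calcium rise read as TRPC4 activation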
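Test system: HEK293 cells stably co-expressing mouse TRPC4beta and mu-opioid receptor | Schedule: Fluo4 dye loading 45 min at room temperature, 110 s recording | Measured by: Kinetic Fluo4 calcium fluorescence, 5 s baseline at 1 Hz | Evaluation: B score of integrated ratio | Controls: Buffer (low) and maximal DAMGO (high)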
ANO1 activ: TMEM16A chloride channel activators or potentiators, primary screen, cell-based, HTS. Anoctamin-1 (Mus musculus), Q8BHY3. HEK293 TMEM16A/YFP-H148Q/I152L, iodide quench fluorescence; active compounds read low. B-score at 10 µM. 340,000 compounds, 0.3% hits;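 active means fluorescence-ratio B-score plate-corrected deviation score at least 3 library SD below zero, with starting fluorescence score within 5 deviations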;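 further: channel opened by trigger with iodide after compound preincubation; score built on the fluorescence ratio of max minus min over baseline; more negative score means more quench and so TMEM16A activation or potentiation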
KCNQ1 block: inhibitors of human KCNQ1 channel, primary screen, cell-based, thallium flux, high-throughput; Potassium voltage-gated channel subfamily KQT member 1 (Homo sapiens), P51787; CHO-K1 KCNQ1, FluxOR thallium flux fluorescence; active compounds read high; B-score at 10 µM; 310,000 compounds, 1.3% hits;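 active means compounds whose thallium flux B-score, printed positive for inhibition, exceeds three library SD while starting fluorescence stays within three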;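 further: channel opened by potassium depolarization with thallium stimulus after 20 min compound exposure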
KCNK3 inh: human KCNK3 channel inhibitors, primary screen, CHO cells, FluxOR thallium flux, B-score | AID 602410, 2012 | 340,000 compounds, 0.84% hits | FluxOR fluorescence; active compounds read low | Potassium channel subfamily K member 3 (Homo sapiens), O14649 | B-score at 10 µM;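 active means B-score under library mean minus 4 SD, starting fluorescence ratio at most library mean plus 5 SD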;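 further: more negative B-score means stronger inhibition of thallium flux through KCNK3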
Target sequence (O14649 whole entry, looked up): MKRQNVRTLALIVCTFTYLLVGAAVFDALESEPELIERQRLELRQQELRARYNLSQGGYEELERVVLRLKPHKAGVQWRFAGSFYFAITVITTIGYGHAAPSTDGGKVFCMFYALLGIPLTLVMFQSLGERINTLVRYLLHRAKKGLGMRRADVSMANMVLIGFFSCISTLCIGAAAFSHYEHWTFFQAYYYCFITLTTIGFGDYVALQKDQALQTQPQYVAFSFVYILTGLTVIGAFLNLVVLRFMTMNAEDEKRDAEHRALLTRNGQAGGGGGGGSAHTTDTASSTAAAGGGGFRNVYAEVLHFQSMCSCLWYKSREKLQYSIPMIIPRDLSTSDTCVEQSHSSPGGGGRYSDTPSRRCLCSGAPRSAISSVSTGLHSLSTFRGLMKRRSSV
* hit, by the source's call; i = inactive; ? = inconclusive; / = no result given.

mol,TRPC4 PAM,KCNQ1 pot,HDAC3 inhib,hERG rescue,KCNK9 block,Dyrk1A ADPGlo,TMEM16A inh,TRPC4 agonist,ANO1 activ,KCNQ1 block,KCNK3 inh
FC(F)(F)c1nnc2n1N=C(c1ccccc1)CS2,i,i,4,-9,i,-4,i,i,i,i,i
S=C(Nc1ccc(Oc2ccccc2)cc1)NC1CCCCC1,i,i,6,-9,i,33,i,i,i,i,i
COCCCn1c(C)nnc1SCC(=O)NCc1ccco1,i,i,-3,-3,i,-5,i,i,i,i,i
CCCCC1=CC2=C(c3ccco3)C(=O)C(C)(OC(=O)c3ccc(OC)cc3)C(=O)C2=CN1c1ccccc1 (configuration not stated),i,i,4,-7,i,15,i,i,i,i,i
CC1=C(C(=O)N2CCOCC2)C(c2ccc(Cl)cc2)NC(=S)N1 (configuration not stated),i,i,3,0,i,9,i,i,i,i,i
Cc1cccc(/C=C2\CS/C(=C\c3cccc(C)c3)C2=O)c1,i,i,-12,-12,i,11,i,i,i,i,i
O=c1[nH]c(C2CCCN(S(=O)(=O)c3ccccc3)C2)nc2c1nnn2Cc1ccccc1Br (configuration not stated),10*,i,?,-8,i,4,i,i,i,i,i
Cc1nc(SCC(=O)c2ccccc2)n[nH]1,i,i,6,-4,i,-2,i,i,i,i,i
Cn1c(=O)c2c(nc(N3CCN(c4ccccn4)CC3)n2Cc2ccc(Cl)cc2Cl)n(C)c1=O,i,i,10,-11,i,2,i,i,i,i,i
O=C(N/N=C\c1cn(-c2ccccc2)nc1-c1ccccc1)c1ccc2c(c1)OCO2,i,i,-1,-36,-6.8*,5,i,i,i,i,i
Cc1cccc(NCc2ccc(O)c3ncccc23)c1C,i,i,3,-10,i,-1,i,i,i,i,i
COc1cc(-c2nnc(NC(=O)CS(=O)(=O)c3ccc(C)cc3)o2)cc(OC)c1OC,i,i,4,-14,i,3,i,i,i,i,i
CCC(Oc1ccccc1)C(=O)NCCOC (configuration not stated),i,i,-3,-11,i,0,i,i,i,i,i
CCOC(=O)C1=C(C)Nc2nc3ccccc3n2C1c1ccccc1 (configuration not stated),i,i,-1,-10,i,-1,i,i,i,i,i
CCCCN1C(=O)N(C)C2NC(=S)NC21 (configuration not stated),i,i,7,-12,i,/,i,i,i,i,i
O=C(CSc1nnc(NC(=O)C2CC2)s1)NCc1ccccc1Cl,i,i,1,-4,i,-2,i,i,i,i,i
CN1CCC(N(C)S(=O)(=O)c2ccc(NC(=O)COc3cccc(C(F)(F)F)c3)cc2)CC1,i,i,2,-8,i,11,i,i,i,i,i
c1ccc(-c2cn(CC3CCCCC3)nn2)cc1,i,i,-2,-3,i,8,i,i,i,i,i
Cc1ccc(CNC(=O)C2CC(c3ccc(C(F)(F)F)cc3)=NO2)o1 (configuration not stated),i,i,3,-6,i,-1,i,i,i,i,i
Cc1ccc(C2CC(c3ccccc3OC(F)F)Nc3ncnn32)cc1 (configuration not stated),i,i,2,-8,i,8,i,i,i,i,i
CC(=O)N1CCc2cc(NC(=O)c3ccc(C)cc3)ccc21,i,i,-1,-8,i,/,i,i,i,i,i
Cc1nc(CC(=O)O)c(-c2ccccc2)s1,i,i,-1,-6,i,1,i,i,i,i,i
CCC(Oc1ccccc1)C(=O)N(Cc1ccccc1)c1ccccn1 (configuration not stated),i,i,2,-5,i,-5,i,i,i,i,i
Cc1cc(C(=O)N/N=C/c2cccs2)no1,i,i,-2,-3,i,-5,i,i,i,i,i
O=C(O)c1cn(-c2ccc(F)c(F)c2)c2c(F)c(F)c(F)c(F)c2c1=O,i,i,13,-19,i,/,i,i,i,i,i
CC(C)Cn1c(N)c(C(=O)COC(=O)c2ccc(F)cc2)c(=O)n(C)c1=O,i,i,-1,-24,i,-5,i,i,i,i,i
COc1cc(OC)c(OC)cc1/C=N/NC(=O)c1ccc(=O)n(C)c1,i,i,7,-5,i,0,i,i,i,i,i
CNC(=O)CSc1nc2ccccc2c(=O)n1-c1cc(OC)ccc1OC,i,i,-8,-7,i,-6,i,i,i,i,i
COc1cccc(-c2nc(-c3ccc(Br)o3)no2)c1,i,i,0,-6,i,0,i,i,i,i,i
COc1ccc(-c2nc(CN3CCN(Cc4cccc(Cl)c4)CC3)c(C)o2)cc1,i,i,3,-11,i,5,i,i,i,i,i
COC(=O)C1=C(C)NC(=O)CC1c1ccc(C(=O)OC)cc1 (configuration not stated),i,i,-9,1,i,12,i,i,i,i,i
Cc1ccc(-c2ccc(/C=N/NC(=O)CN3CCOCC3)o2)cc1[N+](=O)[O-],i,i,7,-8,i,0,i,i,i,i,i
CCN(CC(=O)Nc1ccc2c(c1)OCCO2)S(=O)(=O)c1ccc(F)cc1,i,i,5,-6,i,0,i,i,i,i,i
O=C(Cn1cc(C(=O)C2CCCCC2)c2ccccc21)NCC1CCCO1 (configuration not stated),i,i,5,-7,i,0,i,i,i,i,i
CCOCCCNCc1cc(Br)ccc1OCc1ccccc1,i,i,7,-18,i,1,i,i,i,i,i
NC(=S)N/N=C/c1ccccc1OCc1cccc(Cl)c1,i,i,3,-7,i,-1,i,i,i,i,i
Cc1ccc(NC(=S)N(Cc2cccs2)Cc2cc3cccc(C)c3[nH]c2=O)cc1,i,i,3,-21,i,-5,i,i,i,i,i
CS(=O)(=O)Nc1ccccc1C(=O)NCc1ccccc1Cl,i,i,-15,-5,i,-2,i,i,i,i,i
O=C(c1cccc(F)c1)N1CCN(c2ccc([N+](=O)[O-])c3cccnc23)CC1,i,i,11,-7,i,31,i,i,i,i,i
Cc1cc(C(=O)Nc2c(F)cc(F)cc2Br)c(C)o1,i,i,3,-3,i,-7,i,i,i,i,i
O=C(Nc1ccc(NC(=O)c2cccnc2Cl)cc1)c1cccc(Cl)c1,i,i,-3,-5,i,-5,i,i,i,i,i
CC1CC(=O)C2=C(C1)Nc1ncnn1C2c1ccccc1 (configuration not stated),i,i,0,-17,i,-4,i,i,i,i,i
Cc1ccc(S(=O)(=O)N(C)CCCC(=O)Nc2ccncc2)cc1,i,i,1,-8,i,12,i,i,i,i,i
O=C(c1cc(COc2c(F)cccc2F)on1)N1CCN(C2CCCCC2)C(=O)C1,i,i,5,-9,i,6,i,i,i,i,i
Cc1c2cnn(CC(=O)NCCCN3CCCCC3C)c(=O)c2c(C)n1Cc1ccccc1 (configuration not stated),i,i,0,-3,i,2,i,i,i,i,i
CN(CC(=O)NCc1cccs1)CC(=O)Nc1ccc(F)c(F)c1F,i,i,-7,-11,i,-2,i,i,i,i,i
O=S1(=O)N=C(N/N=C/c2ccco2)c2ccccc21,i,i,8,-5,i,-2,i,i,i,i,i
NS(=O)(=O)c1cccc(NC(=S)NC(=O)c2cccc([N+](=O)[O-])c2)c1,i,i,0,-13,i,16,i,i,i,i,i
CCc1noc(C)c1C(=O)Nc1nc(-c2cccs2)cs1,i,i,7,-23,i,3,i,i,i,i,i
O=C(N/N=C/c1cccs1)c1ccc(-n2cccc2)cc1,i,i,7,-8,i,2,i,i,i,i,i
CCCCn1c(N)c(N(CC(C)C)C(=O)c2ccc(-c3ccc([N+](=O)[O-])cc3)o2)c(=O)[nH]c1=O,i,i,2,-11,i,/,i,i,i,i,i
O=C(CSc1nc2ccccc2o1)Nc1ccc(Cl)cc1,i,i,0,-14,i,-3,i,i,i,i,i
COc1ccc(CC2(C)OC(c3ccc(C)c([N+](=O)[O-])c3)=NN2C(C)=O)cc1 (configuration not stated),i,i,1,-12,i,-3,i,i,i,i,i
CCc1ccccc1NC(=O)C1CCCN(c2ncnc3onc(-c4ccc(F)cc4)c23)C1 (configuration not stated),i,i,-20,-7,i,-7,i,i,i,i,i
CCOC(=O)c1ccccc1N1C(=O)C2Sc3[nH]c(=O)sc3C(/C=C/c3ccccc3)C2C1=O (configuration not stated),i,i,8,-16,i,-4,i,i,i,i,i
O=C(O)C1CCCN(C(=O)c2cccc3ccccc23)C1 (configuration not stated),i,i,5,-6,i,5,i,i,i,i,i
CC1CC1C(=O)OCC(=O)Nc1cccc([N+](=O)[O-])c1 (configuration not stated),i,i,-7,-12,i,-2,i,i,i,i,i
COc1ccc(CCNC(=O)Cc2cc(OC)c(OC)cc2Br)cc1OC,i,i,-1,-5,i,3,i,i,i,i,i

A portion of the library; the hit share may differ from the screen's.
